From PubChem
DSG3 Ab inh: blocks pemphigus antibody binding to human desmoglein-3; P32926; DSG3-coupled beads, scFv-anti-DSG3-GFP binding, flow cytometry; stronger effect = lower value; binding (percent of control), % at 10 µM; actives 0.48% (n = 310,000); AID 588358;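 active means binding more than 3 SD below its plate's average and above zero; inconclusive means below that plate limit but binding exactly zero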;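 further: hits lower antibody fragment binding to DSG3; some compounds called inactive have numbers as strong as hits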
Target sequence (P32926 whole entry, looked up, the tested form may be a part): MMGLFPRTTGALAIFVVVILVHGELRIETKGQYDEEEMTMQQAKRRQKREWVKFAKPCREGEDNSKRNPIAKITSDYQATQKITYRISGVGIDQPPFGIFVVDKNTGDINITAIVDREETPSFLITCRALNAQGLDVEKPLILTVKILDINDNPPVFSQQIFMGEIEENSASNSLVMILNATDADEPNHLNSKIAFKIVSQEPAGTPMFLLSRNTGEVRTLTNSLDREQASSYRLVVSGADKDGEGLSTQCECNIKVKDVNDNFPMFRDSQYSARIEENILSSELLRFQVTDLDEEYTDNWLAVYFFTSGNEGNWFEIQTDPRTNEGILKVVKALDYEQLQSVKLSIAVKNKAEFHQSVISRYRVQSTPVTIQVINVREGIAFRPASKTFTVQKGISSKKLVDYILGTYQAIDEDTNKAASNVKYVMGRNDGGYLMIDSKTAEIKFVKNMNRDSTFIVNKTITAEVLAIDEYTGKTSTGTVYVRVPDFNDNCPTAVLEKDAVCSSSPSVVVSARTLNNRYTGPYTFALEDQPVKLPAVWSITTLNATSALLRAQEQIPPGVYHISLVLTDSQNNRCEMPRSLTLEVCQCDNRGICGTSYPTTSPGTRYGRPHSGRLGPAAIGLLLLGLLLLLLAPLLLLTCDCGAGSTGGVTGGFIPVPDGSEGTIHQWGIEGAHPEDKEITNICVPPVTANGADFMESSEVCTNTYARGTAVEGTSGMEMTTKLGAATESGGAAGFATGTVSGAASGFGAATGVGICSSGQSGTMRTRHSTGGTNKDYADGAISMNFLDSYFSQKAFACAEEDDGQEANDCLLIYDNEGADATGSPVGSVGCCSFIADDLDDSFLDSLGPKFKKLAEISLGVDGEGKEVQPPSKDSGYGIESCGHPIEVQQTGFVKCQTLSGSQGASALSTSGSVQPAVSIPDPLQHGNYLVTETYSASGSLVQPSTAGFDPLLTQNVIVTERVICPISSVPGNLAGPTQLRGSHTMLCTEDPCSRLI
SR-BI uptake up: enhances SR-BI lipid uptake from DiI-HDL. activation, % at 12.5 µM. CHO ldlA[mSR-BI] cells, DiI-HDL uptake fluorescence, 3 h; 100 = double the neutral-control signal. actives 0.096% (n = 320,000);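 active means mean replicate activation of at least 60% and every replicate at or above 60%; inconclusive means mean or all-replicate condition met, but not both; inactive means mean below 60% and not all replicates reaching 60%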;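 further: 0% = median plate neutral-control signal and 100% = twice that signal; values of inactives mirror those of a sister screen read the other way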
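Material: SR-BI-overexpressing, LDLR-lacking CHO cells; schedule: compound exposure 3 h, 37 °C; reagent: DiI-labelled HDL at 10 µg/mL final; technique: bottom-read fluorescence, 550/595 nm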
NSD2 inh: blocks human histone methyltransferase NSD2. O96028. NSD2 peptide methylation, AlphaScreen, 120 min. inhibition, % at 12.5 µM. actives 0.54% (n = 310,000); in the data active means inhibition above about 50%
SR-BI DiI inh: blocks mouse SR-BI lipid uptake from DiI-HDL; Q61009; ldlA[mSR-BI] CHO cells, DiI-HDL uptake fluorescence, 3 h; inhibition, % at 12.5 µM; actives 0.96% (n = 320,000);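 active means mean replicate inhibition of at least 70% and a set share of replicates each scoring 70 or more; inconclusive means meets just one of the two criteria; inactive means fails both criteria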;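 further: 0% = median of neutral control wells and 100% = median of positive control wells; values of inactives mirror those of a sister screen read the other way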
dFosB act: activators of mouse delta FosB homodimer; purified delta FosB, TAMRA-CDK5 oligo fluorescence polarization; percent of positive-control signal above neutral wells; actives 0.99% (n = 340,000); AID 493131; activation, % at 25 µM;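 active means mean activation above about 17%, with every replicate also reaching it, limit read from the data, passing the limit was not always enough; inconclusive means only one of the two conditions met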;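 further: fluorescence polarization rise as delta FosB binds a TAMRA Cdk5 AP-1 oligo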
SUMO Mot1 rescue: inhibitors of SUMOylation pathway: yeast Mot1-301 growth rescue. S. cerevisiae Mot1-301 growth rescue, ATP luminescence, 38.5C; percent above DMSO median, 100 means doubled. growth rescue, % at 18.8 µM. actives 1% (n = 320,000);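 active means every valid replicate shows activation above 250% relative to neutral control wells; inactive means the rest, any valid replicate at or below 250%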;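 further: OY570 slx delta 5 strain wells were the positive control but not used for scaling; some compounds called inactive have numbers as strong as hits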
CDK5 p35 inh: CDK5/p35 (human) kinase inhibition | Recombinant CDK5/p35, ADP-Glo luminescence, 60 min | inhibition, % at 10 µM | actives 0.01% (n = 330,000);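 active means highest replicate inhibition of at least 50% and at least 75% of replicates reaching 50%; inconclusive means only one of the two criteria met; inactive means both criteria failed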;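 further: plate controls were DMSO neutral control for no effect and GW8510 at 10 µM for full effect; many of its hits are not listed in these tables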
MITF TRPM1 HTS: MITF TRPM1 promoter activation in melanoma cells | SK-MEL-5 TRPM1-promoter luciferase, 24 h; % of positive control, neutral wells = 0 | activation, % at 12.5 µM | actives 0.75% (n = 300,000);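 active means mean activation of at least 80% with every replicate also reaching 80%; inconclusive means mean reaches 80% but some replicate falls short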;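 further: 0% = neutral control wells and 100% = parthenolide positive control wells; values of inactives mirror those of a sister screen read the other way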
PKA-R1A activ: PKA-R1A complex activation; PKA-R1A dissociation, Cy5-IP20 fluorescence polarization; scaled: DMSO 0%, 113 µM cGMP 100%; activation, % at 11.4 µM; actives 0.083% (n = 340,000); AID 504707; P00514+P68181;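 active means percent activation above the mean of all tested compounds plus 3 SD, cut at about 19% in these data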;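 further: higher means more PKAc released from R1A so a rise in polarization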
Arrestin-AP2 inh: human beta-arrestin and AP2 interaction inhibition; FITC-arrestin peptide / GST-AP2 beads, flow cytometry; AP2 beta2 appendage carries R879A mutation; actives 0.31% (n = 340,000); inhibition, % at 10 µM; AID 504490;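 active means inhibition above a set limit, near 3 SD of compounds lacking own fluorescence, cut at about 54% in these data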;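 further: plate controls were DMSO wells for no effect and 5 µM unlabelled arrestin peptide for full effect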
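Measured by: flow cytometry, FL1 (488/535 nm); Material: AP2 appendage R879A on GSH beads; Evaluation: percent response; Timing: pre-incubation 12 min, peptide binding 1 h, room temperature; Also added: 50 nM FITC-arrestin peptide; Medium: PBS with 0.05% Tween 20 and 0.1% BSA.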
PKA-R2B activ: PKA-R2B complex activation | actives 0.079% (n = 340,000) | activation, % at 11.4 µM | PKA-R2B holoenzyme dissociation, Cy5-IP20 fluorescence polarization; R2B truncated from residue 108, S112A mutant; 0% DMSO only, 100% 113 µM cGMP | P22694+P31323;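 active means activation above a cutoff set at the mean over all compounds plus 3 SD, cut at about 18% in these data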;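 further: higher means more holoenzyme dissociation and a rise in polarization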
Numbers without * were called inactive; u = inconclusive; x = no result given. Random draw from the library; 4.7% or so of the library scored in one or more.

compound	DSG3 Ab inh	SR-BI uptake up	NSD2 inh	SR-BI DiI inh	dFosB act	SUMO Mot1 rescue	CDK5 p35 inh	MITF TRPM1 HTS	PKA-R1A activ	Arrestin-AP2 inh	PKA-R2B activ
COc1cc2oc(=O)cc(-c3cccc(-c4ccc(C(F)(F)F)cc4)c3)c2c(OC)c1OC	99	-13	x	13	-4	x	-2.5	-2	1	-12	3
O=C1c2oc3ccc(F)cc3c(=O)c2C(c2cccc(O)c2)N1CCCN1CCOCC1 (configuration not stated)	102	22	x	-22	-10	10	0.9	-1	5	6	-3
O=C(COC(=O)c1ccco1)c1ccc2ccccc2c1	80	x	-2	x	-18	-6	0.4	26	5	6	6
C=CCc1ccc(OCCOCCNCCCC)c(OC)c1	105	-3	14	3	5	25	0.1	2	0	33	-1
CCOc1cccc(CN2CCC(n3nccc3NC(=O)C3CCCC3)CC2)c1	106	-4	3	4	-2	17	-6.6	-11	-7	2	-11
C=CCN(CC=C)S(=O)(=O)c1ccc(NC(=S)NC(=O)/C=C/c2cccc3ccccc23)cc1	94	-14	x	14	-14	-17	0.1	x	-8	20	-4
COc1ccccc1NC(=O)CSc1nncs1	91	13	-1	-13	0	-18	-0.3	0	-1	3	-11
Cc1noc(NS(=O)(=O)c2ccc(N3Cc4ccccc4C3=O)cc2)c1C	101	29	3	-29	-2	12	0.2	7	-7	19	-2
Cc1ccc(CN2CCN(Cc3ccc(-n4cccn4)cc3C)CC2CCO)cc1 (configuration not stated)	106	0	2	0	-15	-13	0.8	-2	-2	9	-1
CSc1ncccc1C(=O)OCC(=O)NC1CC1	96	22	1	-22	-4	x	-0.4	0	20*	-2	8
Cc1ccc(N(Cc2ccccc2F)S(C)(=O)=O)cc1C	100	-22	-8	22	-1	-16	-5.1	8	1	2	1
N/C(=N\OC(=O)/C=C/c1ccccc1Cl)c1ccccn1	96	16	23	-16	-15	-24	1.2	-10	6	-5	4
CCc1ccc(/C=C2/C(=O)N(c3ccccc3)C(=S)N2CC(=O)OC)s1	100	-9	-3	9	9	0	-0.8	-13	-17	23	-10
CCOC(=O)c1c(C)[nH]c(C(=O)COC(=O)CCNS(=O)(=O)c2ccc(NC(C)=O)cc2)c1C	x	-43	-2	43	-11	-3	0.0	-17	-7	-12	7
O=C(COc1ccc2ccccc2c1Br)N1CCCC1	x	-13	0	13	2	-18	-0.6	26	-11	-9	-5
Cc1ccccc1C(=O)N1CCN(c2ccc(NC(=S)NC(=O)c3cccs3)cc2)CC1	100	x	2	x	-3	-9	0.6	-7	-5	9	3
CS(=O)(=O)N(CC(=O)O)c1ccc2c(c1)OCO2	107	13	-1	-13	-1	42	-0.3	-6	13	10	8
COc1ccc(C(=O)Nc2cccnc2)cc1S(=O)(=O)N1CCOCC1	105	4	-2	-4	-7	26	-0.1	x	-2	0	2
O=C(NCC(c1cccs1)N1CCOCC1)c1cc(Cl)ccc1[N+](=O)[O-] (configuration not stated)	98	-5	1	5	-7	14	-5.8	-6	0	7	-1
COC(=O)C1=C(C)NC(=O)CC1c1cc2c(cc1Br)OCO2 (configuration not stated)	101	9	1	-9	0	x	0.6	-5	-2	6	4
COc1ccccc1C(=O)NCCC(=O)N1CCCCCCC1	117	-9	0	9	-1	-10	-2.6	-6	-10	11	1
C/C(=N/NC(N)=S)c1ccccc1[N+](=O)[O-]	106	-53	1	53	3	59	0.1	-1	4	4	4
CN(C(=O)CSc1nnc(N)s1)c1c(N)n(Cc2ccccc2)c(=O)[nH]c1=O	100	33	0	-33	-2	6	0.3	x	-10	5	-4
CN(C(=O)CS(=O)(=O)c1cn(CC(=O)N2CCOCC2)c2ccccc12)c1ccccc1	98	x	0	x	-11	-16	-3.4	-2	-1	5	-5
CC(C)COC(=O)/C(C#N)=C/c1c[nH]c2ccccc12	89	-1	-2	1	1	-1	x	48	-7	27	9
Cc1ccccc1Oc1ccc(Oc2ccccc2C)nn1	101	23	1	-23	-3	14	1.0	71	-9	-4	-7
COc1ccc(CN2CCC(CO)(Cc3ccccc3C(F)(F)F)CC2)c(F)c1	97	x	1	x	-5	175	-0.3	0	-16	-21	-8
c1ccc2[nH]c(NCCN3CCOCC3)nc2c1	111	63*	0	-63	-4	-7	1.7	5	-1	6	5
COc1cc(C(=O)NNC(=O)CCOc2cccc(Br)c2)cc(OC)c1OC	x	0	0	0	-4	-21	-4.0	4	-8	-12	-7
O=c1c2ccccc2c2c(O)nc(-c3ccccc3)n2n1Cc1ccccc1	99	5	-2	-5	9	5	-0.8	3	-3	18	6
O=C(NC1CCCc2ccccc21)c1ccc2c(c1)OCO2 (configuration not stated)	114	x	0	x	4	-10	-0.1	-7	-17	18	-2
FC(F)(F)COc1ccc(-c2nnc(SCc3ccccc3)o2)cn1	102	20	-1	-20	-6	-17	-0.7	46	1	17	1
CCc1noc(C)c1C(=O)N(C)CC(=O)Nc1ccc(F)c(F)c1F	107	12	2	-12	-1	2	-0.8	-3	0	-2	-8
C[C@@]12C(=O)Nc3cc(F)ccc3C(=O)N1[C@H]1c3cc(Br)ccc3OC[C@@H]1[C@@H]2c1ccccc1	101	18	x	-18	1	302	1.6	-12	-3	4	2
Cc1noc(C)c1CN(C(=S)NC(C)C)c1ccccc1	103	10	0	-10	3	-12	-1.4	-7	4	8	-6
Cc1cccc(C(=O)NNC(=O)c2ccco2)c1	106	13	-1	-13	0	26	-3.2	-14	0	5	-14
CCCN(CCC)CCCNC(=O)c1cc2cc3ccc(OC)cc3nc2o1	99	-30	x	30	-31	-4	1.2	37	-3	0	-9
CN(c1ccccc1)S(=O)(=O)c1nnc(NC(=O)COc2ccccc2)s1	99	2	-1	-2	20*	-1	x	-11	-4	-7	9
CN(C)CCCNc1oc(-c2cccc(Cl)c2)nc1C#N	109	8	9	-8	7	-2	0.3	7	-14	-10	6
CCOC(=O)C1CCN(C(=O)Nc2ccc(OC(F)(F)F)cc2)CC1	x	16	-1	-16	-13	32	0.6	20	-12	-6	7
COC(=O)c1sccc1NC(=O)CC1C(=O)NCCN1C(=O)Nc1ccc(OCc2ccccc2)cc1 (configuration not stated)	110	-13	3	13	-3	19	1.7	0	-8	-18	0
CCNC(=O)CSc1nc(-c2ccccc2)cs1	122	-8	-6	8	-5	-4	-1.9	31	-9	8	1
CCc1ccc(C(=O)NC(=S)NCc2cccnc2)cc1	116	15	1	-15	-10	20	-2.7	11	-6	-8	1
COc1ccc(Cl)cc1NC(=O)COC(=O)c1ccc(Br)o1	111	18	3	-18	-1	11	-3.3	8	-2	-4	3
Cc1ccc(/C=N/n2c(-c3cccs3)n[nH]c2=S)cc1	x	-7	x	7	-12	18	-2.2	-2	-5	3	2
O=C(Cc1ccccc1)N/N=C/c1ccccc1Cl	94	2	-1	-2	-3	5	-0.8	7	-7	27	4
Cc1nn(-c2ccccc2)c(N2CCCC2)c1/C=N/NC(=S)Nc1ccccc1F	97	-72	0	u	-6	-12	-0.8	28	-1	-5	-7
COc1ccc([C@H]2[C@H](C(=O)OC(C)(C)C)N3N=Cc4ccccc4C3C23C(=O)c2ccccc2C3=O)c(OC)c1 (some centres not stated)	104	28	20	-28	-7	260	-0.4	-9	-7	14	5
CCCS(=O)(=O)N1CCC(C(=O)NCCN(CC)c2ccccc2)CC1	100	-38	-3	38	4	10	-0.2	12	0	1	0
O=C(c1ccccc1F)c1cc2c(cc1[N+](=O)[O-])OCCO2	106	11	10	-11	-2	114	-1.4	2	-1	-1	-3
N#CCNC(=O)c1cccn1-c1ncc(C(F)(F)F)cc1Cl	98	3	-4	-3	-9	23	-1.0	-3	-2	-18	-13
COc1ccc(/C=N/N=C2/SCC(=O)N2Cc2ccccc2)cc1	x	x	-1	x	-8	26	-1.7	x	-4	34	-3
COc1ccc(NC(=O)N[C@@H](CCSC)C(=O)O)cc1OC	89	28	32	-28	0	-2	-0.3	0	-3	2	-8
COc1ccc(-n2cc(CNCCc3nc(C)cc(C)n3)c(-c3ccccc3Cl)n2)cc1	107	13	0	-13	1	4	-0.5	13	-15	0	0
Cn1c(=O)c2[nH]c(NN=Cc3ccccc3)nc2n(C)c1=O	91	7	-4	-7	-5	x	-0.4	22	-3	0	0
COCCn1c(C)nnc1SCC(=O)Nc1ccccc1[N+](=O)[O-]	100	43	-2	-43	1	6	-4.1	-8	1	24	10
Cc1oc2ccc(O)cc2c1C(=O)c1ccc([N+](=O)[O-])cc1	118	-37	1	37	-5	-27	0.4	3	-4	4	-5
Cn1nccc1C(=O)Nc1ccc2c(c1)OCO2	97	14	-1	-14	5	-8	3.0	73	5	40	0
Cc1ccc(NC(=O)CN(C)C(=O)CSc2nnnn2C)cc1	99	x	1	x	-4	6	2.5	7	-4	32	10
O=C(CSc1nnc(SCc2ccccc2)s1)N/N=C/C=C\c1ccco1	103	12	5	-12	-13	61	1.5	-4	-5	-8	2

Carrying on:
compound	DSG3 Ab inh	SR-BI uptake up	NSD2 inh	SR-BI DiI inh	dFosB act	SUMO Mot1 rescue	CDK5 p35 inh	MITF TRPM1 HTS	PKA-R1A activ	Arrestin-AP2 inh	PKA-R2B activ
CC(C)(C)[C@@H]1C=C(C(N)=O)O[C@H](OCCCCO)C1	104	24	x	-24	0	5	-2.5	3	1	5	-5
Cc1ccc(Cl)c(OCC(=O)OC(C)C(=O)NC2CC2)c1 (configuration not stated)	120	-2	-2	2	-1	0	0.1	-3	-15	0	-14
CSc1nc2nc3c(c(=O)n2[nH]1)CCC3	111	24	7	-24	-2	-16	0.7	4	-9	4	-4
CCOC(=O)c1c(C)nc2c(c1-c1ccc(OC)cc1)C(=O)CC(C)(C)C2	94	-10	-3	10	-10	4	-0.6	-1	9	12	5
CCOC(=O)C1CCN(S(=O)(=O)c2ccc3c(c2)N(C(C)=O)CC(C)S3)CC1 (configuration not stated)	85	13	4	-13	-8	15	1.4	-21	-1	1	2
